Hep lipid drop: inhibitors of hepatocyte lipid droplet formation, primary screen, imaging, high-throughput imaging, BODIPY stain | inhibition, % at 6.5 µM | AML12 mouse hepatocytes, oleate lipid droplets | AID 1656, 2009 | actives 0.4% (n = 240,000);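 active = lipid droplet intensity inhibited by at least 50%, with more than 500 cells counted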
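Assay system: AML12 mouse liver cells | Compound: 6.5 µM single-point dosing | Schedule: Overnight exposure | Technique: Fluorescence imaging, 20x objective, two fields per well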
human PMI inhibitors: human PMI inhibitors, high substrate, primary screen, biochemical, fluorescence intensity, high mannose 6-phosphate (AID 1220) | Mannose-6-phosphate isomerase (Homo sapiens) | recombinant PMI enzyme, coupled fluorescence intensity; higher % means a stronger effect | inhibition, % at 20 µM; hits with a dose series show IC50 in µM | actives 0.66% (n = 190,000)
Myeloid diff MLP: induction of myeloid progenitor differentiation, primary screen, cell-based, flow cytometry, MLPCN library; ER-HoxA9 myeloid progenitors, lysozyme-GFP differentiation; actives 1% (n = 360,000); AID 624256, 2012; calls only at 10 µM;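 active = normalized GFP-positive differentiation at or above the plate's own cutoff, the solvent-only control mean plus 3 SD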;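 note: cells exposed to compound for four days before flow analysis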
ER stress rescue: rescue of cells from ER stress-induced death, primary screen, 384-well, CSM14.1, thapsigargin, ATP luminescence (AID 1222); CSM14.1 thapsigargin-induced death rescue, ATP luminescence; higher % means a stronger effect; cellular ATP content (survival), % at 20 µM; hits with a dose series show EC50 in µM; 190,000 tested, under 10 active;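 active = EC50 below 50 µM in the dose-response confirmation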;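 note: death triggered by thapsigargin at about 15 µM added after 2 h compound pretreatment; cell ATP read after overnight thapsigargin exposure of roughly 18 to 22 hours; normalized against plate controls of thapsigargin alone and 5% DMSO vehicle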
TNAP activators: human TNAP enzyme activators, primary screen, biochemical, luminescent, no phosphate acceptor, uHTS (AID 1001). Alkaline phosphatase, tissue-nonspecific isozyme (Homo sapiens). purified TNAP, luminescent activation assay, no phosphate acceptor; higher activation fold means a stronger effect. activation fold at 20 µM; hits with a dose series show EC50 in µM. actives 0.03% (n = 200,000); in the data active = activation fold from about 3, or a potency from the dose series; inactive = the rest, 99 in 100 with activation fold below about 1.6; note: many of its hits are not listed in these tables
WT yeast gro inh: growth inhibition of WT strain, primary screen, mitochondrial fusion inhibitor project, WT and mutant strains, chemical genetic | AID 1362, 2008 | actives 2.1% (n = 190,000) | mitochondrial fusion phenotypic screen | inhibition, % at 10 µM; in the data active = inhibition above about 58%; tested in S. cerevisiae
K1F lysis inhibition: inhibition of K1F phage lysis, E. coli UTI89, bacterial capsule biogenesis inhibitors, alamar blue (AID 488966); E. coli UTI89 K1F phage lysis, alamar blue, 2 h; higher % means a stronger effect; one-dose inhibition, % at 100 µM; IC50 in µM for titrated hits; actives 0.02% (n = 340,000);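 active = phage lysis inhibition, versus mean bacterial control, above a set limit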;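 note: capsule biogenesis inhibitors block K1F phage lysis so surviving cells raise fluorescence; higher fluorescence means more inhibition of phage lysis; actives were called in the ten point dose series up to 300 µM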
M1AAP inhibition: P. falciparum M1AAP inhibitors, biochemical, fluorogenic H-Leu-NHMec substrate, 1536-well (AID 1445) | Aminopeptidase N (Plasmodium falciparum (isolate 3D7)) | recombinant M1AAP, H-Leu-NHMec fluorogenic kinetic assay; higher % means a stronger effect | inhibition, % at 30 µM; hits with a dose series show IC50 in µM | actives 0.42% (n = 220,000);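 active = primary inhibition above the hit cutoff, then over 50% inhibition at one or more dose response concentrations, cut at about 23% in these data, passing the limit was not always enough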;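 note: plate controls were DMSO full reaction for no effect and no enzyme background for full effect; strong numbers were not always called active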
human PMI inhibition: inhibitors of human PMI, primary screen, biochemical, fluorescence intensity, coupled assay (AID 1209); actives 0.42% (n = 190,000); purified PMI enzyme, coupled fluorescence intensity; higher % means a stronger effect; Mannose-6-phosphate isomerase (Homo sapiens); inhibition, % at 20 µM, or IC50 in µM where a hit was titrated;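 note: plate controls were DMSO vehicle for no effect and wells lacking substrate for full effect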
WT yeast gro inh mutant strain: also measured in WT yeast gro inh; calls as there; inhibition, %; mitochondrial fusion phenotypic screen, mutant strain inhibition
Hep lipid drop cells 6.5 µM: also measured in Hep lipid drop; calls as there; cell count; measured here: cell count, cytotoxicity flag;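 cells counted across two imaged fields per well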
Myeloid diff MLP GFP+ MAC1+ %: second read-out of Myeloid diff MLP, no call of its own (marks repeat the call); GFP+ MAC1+ double positive, %; measured here: differentiation confirmed by MAC1 staining
Numbers without * were called inactive; i = inactive; / = not tested or not shown; [ ] = another dose, or the depositor's remark. Cut-off read from the data, not from the text of the source, unless noted: active = inhibition above about 50%; inactive = the rest.

SMILES	Hep lipid drop	Hep lipid drop cells 6.5 µM	human PMI inhibitors	Myeloid diff MLP	Myeloid diff MLP GFP+ MAC1+ %	ER stress rescue	TNAP activators	WT yeast gro inh	WT yeast gro inh mutant strain	K1F lysis inhibition	M1AAP inhibition	human PMI inhibition
CCc1ccc2nc(/N=C(\N)NC(=O)c3ccccc3)nc(C)c2c1	-14	720	/	i	0.3	/	/	/	/	1.0%	2%	/
CCOC(=O)c1cc(NC(=O)c2cccnc2)cc(C(=O)OCC)c1	-5	705	14%	i	1.1	-1.7%	1.1	-5	22	-3.8%	12%	13%
COc1ccc(C(=O)NCC(C)CN(C)C)cc1 (stereo unspecified)	5	775	-6%	i	0.8	-1.6%	1.1	7	2	0.1%	-5%	-6%
O=C(CN(c1ccccc1F)S(=O)(=O)c1ccccc1)N1CCCCCC1	-2	811	4%	i	1.0	-1.2%	1.1	2	2	0.1%	-1%	7%
CCOC(=O)C(=CNc1cc(C)ccc1C)C(=O)OCC	/	/	0%	i	0.4	-1.6%	1.1	12	4	0.4%	11%	6%
O=[N+]([O-])c1cccc(S(=O)(=O)N2CCCCCC2)c1	1	658	4%	i	0.2	1.4%	1.1	-14	12	3.6%	5%	-5%
O=C(c1ccc(F)cc1)C1CCN(C(=O)NCc2ccccc2)CC1	/	/	5%	i	1.0	-1.2%	1.1	-10	-7	-1.9%	9%	1%
NS(=O)(=O)c1ccc(C(=O)Nc2ccc(-c3nc4cccnc4s3)cc2)cc1	3	723	/	i	0.7	/	/	/	/	-0.5%[50 µM]	9%	/
Cc1sc2ncnc(SCC(=O)NNC(=O)COc3cccc4ccccc34)c2c1C	/	/	-10%	i	1.4	2.1%	1	-5	-31	0.4%	-9%	-24%
CC(C)C(=O)Nc1nnc(SCC(=O)NCc2cccs2)s1	13	648	-8%	i	0.8	-1.2%	0.9	77*	-8.5*	0.0%	2%	0%
CC12CC3(C)CC(C)(C1)CC(C(=O)NC(=S)N1CCCC1)(C2)C3	13	735	-4%	i	0.3	-0.5%	1	12	19	1.1%	4%	5%
Cc1ccccc1NC(=O)c1ccc(OCC(=O)Nc2ccccc2F)cc1	5	728	15%	i	0.1	1.8%	1	2	1	-1.1%	5%	12%
CCOc1cnc(C(=O)NNC(=O)c2ccccc2Br)o1	1	721	4%	i	0.2	-0.1%	1.1	-1	-1	-2.7%	6%	0%
Cc1cccc2cc(C(c3nnnn3C(C)(C)C)N(Cc3ccco3)CC3CCCO3)c(=O)[nH]c12 (stereo unspecified)	/	/	9%	i	0.9	0.8%	1	-1	4	0.9%	1%	6%
O=C(CCC1CCCC1)N1CCC(N2CCN(c3ccccc3)CC2)CC1	7	743	-13%	i	1.0	-0.1%	1	17	42	0.2%	-3%	3%

Sorted by length of the SMILES (highest first): part of the list above
SMILES	Hep lipid drop	Hep lipid drop cells 6.5 µM	human PMI inhibitors	Myeloid diff MLP	Myeloid diff MLP GFP+ MAC1+ %	ER stress rescue	TNAP activators	WT yeast gro inh	WT yeast gro inh mutant strain	K1F lysis inhibition	M1AAP inhibition	human PMI inhibition
CC12CC3(C)CC(C)(C1)CC(C(=O)NC(=S)N1CCCC1)(C2)C3	13	735	-4%	i	0.3	-0.5%	1	12	19	1.1%	4%	5%
O=C(CN(c1ccccc1F)S(=O)(=O)c1ccccc1)N1CCCCCC1	-2	811	4%	i	1.0	-1.2%	1.1	2	2	0.1%	-1%	7%
Cc1ccccc1NC(=O)c1ccc(OCC(=O)Nc2ccccc2F)cc1	5	728	15%	i	0.1	1.8%	1	2	1	-1.1%	5%	12%
O=[N+]([O-])c1cccc(S(=O)(=O)N2CCCCCC2)c1	1	658	4%	i	0.2	1.4%	1.1	-14	12	3.6%	5%	-5%
CC(C)C(=O)Nc1nnc(SCC(=O)NCc2cccs2)s1	13	648	-8%	i	0.8	-1.2%	0.9	77*	-8.5*	0.0%	2%	0%

(further entries)
SMILES	Hep lipid drop	Hep lipid drop cells 6.5 µM	human PMI inhibitors	Myeloid diff MLP	Myeloid diff MLP GFP+ MAC1+ %	ER stress rescue	TNAP activators	WT yeast gro inh	WT yeast gro inh mutant strain	K1F lysis inhibition	M1AAP inhibition	human PMI inhibition
Clc1ccc(-c2cn3cccnc3n2)cc1	4	752	-3%	i	0.7	-3.4%	1.2	17	13	0.0%	5%	3%
CCCCc1nc(S(=O)(=O)c2ccc(Cl)cc2)c(N2CCOCC2)o1	-20	720	-20%	i	0.8	-0.6%	1.1	-4	0	1.5%	7%	-31%
CCCOC(=O)CSC1=C(C#N)C(c2ccccc2Cl)CC(=O)N1 (stereo unspecified)	/	/	24%	i	2.0	1.1%	1.2	1	-11	-1.6%	20%	10%
O=C(Nc1nc2ccccc2s1)c1cc(-c2ccccc2)nn1-c1ccccc1	28	737	-1%	i	0.1	-0.9%	1.2	30	15	0.0%	-3%	10%
Cc1ccccc1OCC1CN(CN2CCOCC2)C(=O)O1 (stereo unspecified)	/	/	8%	i	0.3	-0.1%	1.1	3	-6	0.2%	10%	4%
O=C(COC(=O)c1cc(S(=O)(=O)N2CCOCC2)cs1)c1ccccc1	-5	714	12%	i	1.0	/	1.1	10	29	0.8%	-1%	12%
O=C(CSc1nnc(-c2ccc(NS(=O)(=O)c3ccccc3)cc2)o1)NCC1CCCO1 (stereo unspecified)	/	/	-1%	i	0.7	0.6%	1.2	1	1	-0.5%	6%	-1%
O=C(O)COc1ccccc1/C=N/NC(=O)CSc1nc2ccccc2c(=O)n1-c1ccccc1	6	799	/	i	0.4	/	/	/	/	0.2%	1%	/
CCn1cc(Cl)c(C(=O)Nc2cc(C(=O)OC)cc(C(=O)OC)c2)n1	3	680	-2%	i	0.3	-0.7%	1	-3	-6	0.4%	1%	-4%
COc1ccc(-c2cc(C(=O)O)nc3ccc4ccccc4c23)cc1OC	14	719	-4%	i	0.3	1.7%	1.2	-14	15	2.5%	8%	-19%
CCOC(=O)Nc1cc(Br)c2c(c1)OCCO2	-2	718	12%	i	6.9	-1.9%	1.1	11	13	0.6%[50 µM]	5%	16%
O=C(NC(=S)N(Cc1ccccc1)c1ccccn1)C1CC1	-1	690	-5%	i	1.3	-2.2%	1.1	-12	10	-0.1%	-2%	14%
CCc1nnc(NC(=O)CSc2nc(-c3ccc(F)cc3)cc(-c3ccccc3)c2C#N)s1	6	642	-11%	i	0.1	3.3%	1.1	-5	-8	0.3%	5%	30%
COCc1c(C(=O)OCc2c(C)noc2C)oc2ccccc12	4	717	-5%	i	0.6	-5.9%	1.1	13	17	-0.1%	0%	-12%
O=C(/C(=C(\[O-])c1ccccc1)[n+]1ccc2ccccc2c1)c1ccc([N+](=O)[O-])cc1	0	650	2%	i	0.9	-1.8%	1	15	2	-0.2%	-7%	9%

The list goes on; the last two above are carried over.
SMILES	Hep lipid drop	Hep lipid drop cells 6.5 µM	human PMI inhibitors	Myeloid diff MLP	Myeloid diff MLP GFP+ MAC1+ %	ER stress rescue	TNAP activators	WT yeast gro inh	WT yeast gro inh mutant strain	K1F lysis inhibition	M1AAP inhibition	human PMI inhibition
COCc1c(C(=O)OCc2c(C)noc2C)oc2ccccc12	4	717	-5%	i	0.6	-5.9%	1.1	13	17	-0.1%	0%	-12%
O=C(/C(=C(\[O-])c1ccccc1)[n+]1ccc2ccccc2c1)c1ccc([N+](=O)[O-])cc1	0	650	2%	i	0.9	-1.8%	1	15	2	-0.2%	-7%	9%
CCOC(=O)c1c(C)[nH]c(C2=NNC(=Nc3ccc(OCC)cc3)SC2)c1C	-3	622	-3%	i	0.4	-1.3%	1.1	35	17	-2.2%	10%	-6%
O=C(NN1C(=O)/C(=C\c2cccnc2)SC1=S)c1ccco1	29	691	-1%	i	0.4	-0.2%	0.9	-2	30	-0.1%	11%	-3%
S=C1NCCOCCOCCOCCOCCN1	-2	780	-2%	i	0.8	-0.9%	1.1	15	14	4.9%	-3%	1%
COc1cccc(-c2nnc3sc(-c4ccc(C)cc4)nn23)c1	/	/	7%	/	/	-0.3%	1	9	0	/	-3%	8%
COc1ccc2[nH]c3c(N4CCC(O)(c5cccc(C(F)(F)F)c5)CC4)ncnc3c2c1	/	/	19%	i	0.0	1.7%	1	30	4	13%	8%	22%
CCOC(=O)c1c(CSC(=N)N)n(C)c2cc(Br)c(OC(C)=O)cc12	0	710	/	i	1.0	/	/	/	/	2.4%	1%	/
CCOC(=O)C1CCCN(C(=O)C2CCN(S(=O)(=O)c3cnc[nH]3)CC2)C1 (stereo unspecified)	-1	748	-35%	i	0.2	1.7%	1	-5	1	5.2%	6%	-11%
CCCCCC(=O)N/N=C/c1ccc(N(C)C)cc1	3	569	0%	i	0.4	-2.0%	1.1	6	0	1.2%	21%	7%
O=C(O)CC/C(=C\c1ccc(Cl)c([N+](=O)[O-])c1)c1nc2ccccc2s1	6	643	2%	i	1.3	-3.3%	1.1	-35	-8	-3.0%[50 µM]	16%	1%
CCOC(=O)C1CCN(Cc2cn[nH]c2-c2ccccc2)CC1	/	/	-5%	i	0.6	-3.1%	0.9	9	-2	0.2%	8%	6%
CCOC(=O)C1=C(C)C(c2ccc(OC)cc2)NC(=O)N1 (stereo unspecified)	16	749	-7%	i	0.9	-1.2%	1.1	-1	4	0.2%	4%	-2%
O=C(O)CSc1nnc(-c2ccncc2)n1C1CCCCC1	13	778	2%	i	0.2	-2.9%	1.1	10	16	1.9%	0%	4%
COC(=O)c1ccc(CNC(=O)c2cc3ccccc3oc2=O)cc1	20	707	-9%	i	0.2	-0.6%	1.1	-13	3	0.0%	1%	-7%
C(=C\c1ccccc1)/CSc1nnc(-c2cccnc2)o1	/	/	0%	/	/	-0.7%	1.2	8	14	0.1%	-1%	4%
O=C(CSc1ccc2c(c1)OCCO2)Nc1cccnc1	-2	706	31%	i	0.7	0.8%	1.1	-7	-7	0.0%	4%	16%
Cc1c(C(=O)N2CCCC(C)C2)sc2ncnc(N3CCCCC3C)c12 (stereo unspecified)	-24	663	-5%	i	0.2	-15%	0.9	5	-2	0.1%	2%	6%
Cc1cc(SCC(=O)Nc2ncc(Cl)cc2Cl)nc2ccccc12	10	621	0%	i	1.1	1.5%	1.1	8	-4	1.5%[50 µM]	6%	9%
COCCn1c(N)c(C(=S)NC(=O)c2cccs2)c(=O)[nH]c1=O	0	729	/	i	1.0	/	/	/	/	0.4%	1%	/
